MITF primary – blocks human microphthalmia-associated transcription factor | 650,000 compounds, 0.91% hits | AID 1259374 | inhibition, % at 2.6 µM | AlphaScreen MITF homodimerization, bead proximity signal | O75030; in the data active = inhibition above about 50%;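 note: 0% = vehicle wells with protein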
Target sequence (O75030 whole entry, looked up): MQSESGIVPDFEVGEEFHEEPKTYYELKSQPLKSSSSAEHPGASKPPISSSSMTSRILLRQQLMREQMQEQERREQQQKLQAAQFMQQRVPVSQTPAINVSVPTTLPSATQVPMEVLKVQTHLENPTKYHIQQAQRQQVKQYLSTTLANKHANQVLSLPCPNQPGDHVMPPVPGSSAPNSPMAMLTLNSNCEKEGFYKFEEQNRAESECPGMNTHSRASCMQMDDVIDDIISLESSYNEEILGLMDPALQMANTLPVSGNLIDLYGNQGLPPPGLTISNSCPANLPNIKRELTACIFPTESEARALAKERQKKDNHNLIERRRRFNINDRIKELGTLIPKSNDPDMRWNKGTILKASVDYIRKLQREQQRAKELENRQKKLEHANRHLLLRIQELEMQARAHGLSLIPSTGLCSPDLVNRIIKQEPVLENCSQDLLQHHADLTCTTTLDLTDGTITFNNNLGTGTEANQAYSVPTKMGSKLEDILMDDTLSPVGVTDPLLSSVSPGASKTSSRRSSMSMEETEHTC
TEAD-YAP inh – TEAD-YAP interaction inhibition | inhibition, % at 9.12 µM | HEK-TIYL cells, TEAD-Gal4/YAP UAS-luciferase luminescence | 640,000 compounds, 1.4% hits; in the data active = inhibition above about 32%;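 note: 0% = median of test compound wells and 100% = reference inhibitor wells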
FBW7 act – human FBW7 E3 ligase activation, primary screen; Q969H0; normalized activity (activation), % at 26.1 µM; 650,000 compounds, 0.13% hits; AlphaScreen FBW7–phospho-cyclin E peptide binding, activator screen; in the data active = normalized activity above about 1.9%;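 note: purified mutant Fbw7 with reduced substrate affinity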
GPR151 activ – activates the human receptor GPR151; 650,000 compounds, 1% hits; PathHunter beta-arrestin GPR151 cells, luminescence; Q8TDV0; activation, % at 11.2 µM; in the data active = activation above about 4.9%;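 note: 0% = median of compound wells and 100% = cells with positive control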
Target sequence (Q8TDV0 whole entry, looked up): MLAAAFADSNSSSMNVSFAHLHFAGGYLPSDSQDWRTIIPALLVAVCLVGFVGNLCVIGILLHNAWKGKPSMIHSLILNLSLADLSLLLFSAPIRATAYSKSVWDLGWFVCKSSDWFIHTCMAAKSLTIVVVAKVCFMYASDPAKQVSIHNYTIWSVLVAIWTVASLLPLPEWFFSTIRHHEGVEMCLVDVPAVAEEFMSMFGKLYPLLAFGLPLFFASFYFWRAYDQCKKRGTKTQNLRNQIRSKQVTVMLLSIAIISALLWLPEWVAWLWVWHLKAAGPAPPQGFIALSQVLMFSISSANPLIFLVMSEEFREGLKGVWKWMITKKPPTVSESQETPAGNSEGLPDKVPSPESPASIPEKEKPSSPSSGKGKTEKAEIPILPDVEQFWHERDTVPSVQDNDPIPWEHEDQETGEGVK
The depositor's hits bear a star; & = joins results of further samples.

Sequence of screens: TEAD-YAP inh	FBW7 act	GPR151 activ	MITF primary
CCN(CC)Cc1ccc(C(=O)NCc2cnc3ccccc3c2)c(=O)[nH]1
  10	-0.1	0.9	-8
COc1ccc(-n2c(C)nc3cc(C(=O)NCc4ccc(F)cc4)ccc32)cc1
  -4	-0.1	0.5	5
CCCN(CCC)c1ncnc2c1c(-c1ccccc1)cn2-c1cccc(C)c1
  5	0.5	0.3	9
Cc1cccc(C(=O)Nc2ccc3oc(=O)ccc3c2)c1
  -9	0.0	0.9	4
CCC1=NN(C(=O)Cc2ccc([N+](=O)[O-])cc2)C(O)(C(C)(C)C)C1 (stereo not given)
  -1	0.1	-0.2	-22
CC1CCCC(C)N1CCNC(=O)c1ccc2c(c1)NC(=O)C(N1CCOCC1)S2 (stereo not given)
  -3	0.0	-1.4	15
Cn1c(=O)c2cc(C(=O)NC3CC3)sc2c2ccccc21
  -11	-0.1	-0.8	0
COCCCn1c(C)cn2c3c(=O)n(Cc4cccc5ccccc45)c(=O)n(C)c3nc12
  2	-0.1	0.9	-5
Cc1ccc(-n2c3c(cc(C(=O)Nc4cccc(C)n4)c2=O)C(=O)CCC3)cc1
  0	0.3	-0.5	11
O=C(CSc1nc2ccccc2[nH]1)NCc1ccco1
  -14	0.2	-0.3	7
CCCCCn1c(SCc2cccnc2)nc2cc(C(=O)N3CCC(C(N)=O)CC3)ccc2c1=O
  12	0.1	1.4	6
Cc1cc(N2CCCC2)nc2ccc(NC(=O)CCC(=O)NC3CCCCC3)cc12
  -18	0.0	-0.2	-9
Cc1nn(C)c(Cl)c1S(=O)(=O)Nc1ccc(Oc2ccc(F)cc2)cc1
  6	0.0	-0.9	16
Cc1cc(C)nc(/N=C(\N)N2CCCCCC2)n1
  4&0	0.0&0.1	0.6&-0.3	10&2
Cc1[nH]c2ccccc2c1C(=O)CSc1nnc(-c2ccccc2)o1
  10	0.3	0.1	15
O=C1/C(=C/c2ccc3c(c2)OCO3)COc2ccccc21
  -13	0.0	2.3	14
COC(=O)c1c(NC(=O)CSc2nnc3cc(C)c4ccccc4n23)sc(Cl)c1-c1ccccc1
  -2	-0.1	0.9	7
O=C(Nc1ccccc1)c1cc([N+](=O)[O-])ccc1N(CCO)CCO
  -38	-0.1	0.1	3
CN(C)Cc1c(O)ccc2c(=O)c(-c3cccc(Cl)c3)c(C(F)(F)F)oc12
  5	-0.1	-0.1	-17
O=C(NNc1ccccc1[N+](=O)[O-])Nc1ccc(F)cc1F
  7	0.0	-1.0	5
COc1cccc(C(=O)Nc2cccc(C)n2)c1
  -55	-0.1	-3.5	3
CCOC(=O)C1=C(C)N=C2SCC(=O)N2C1c1ccc2c(c1)OCO2 (stereo not given)
  -8	-0.1	-0.9	8
CCC(=O)c1cn(CC(=O)NC(C)(C)C)c2ccccc12
  -1	-0.1	0.7	0
C=CCNC(=O)c1noc2c1CCc1ccccc1-2
  -34	0.0	-1.6	-22
Cc1nc2ccccc2n1C(=O)/C=C\C(=O)O
  -19	0.8	0.4	13
CN(C)CCCOC(=O)Cc1ccc(Cl)cc1
  3	0.1	-0.3	15
O=C(c1nc2ccc(Cl)cn2c1CN1CCSCC1)N1CCc2ccccc2C1
  5	-0.2	-0.2	-9
COc1ccc(C(=O)COc2ccc3ccccc3c2)c(OC)c1
  -7	0.1	-0.1	15
COCCCN1C(=O)C(=O)/C(=C(/O)c2ccccc2)C1c1cccc2ccccc12 (stereo not given)
  4	-0.2	0.2	7
CCCn1c(C)cn2c3c(=O)n(CC(N)=O)c(=O)n(C)c3nc12
  3	-0.1	-0.7	-6
COC(=O)c1ccc(C=C2C(=O)OC(C)(C(C)(C)C)OC2=O)cc1 (stereo not given)
  -6	-0.1	0.4	-18
CC(C)=C1C2CCC1C1C(=O)N(c3nccs3)C(=O)C21 (stereo not given)
  10	0.3	2.4	-30
Cc1onc(-c2ccccc2Cl)c1C(=O)Nc1cccc(Br)c1
  16	0.0	-0.2	-3
CC(C)OC(=O)CSc1nnc(-c2cnccn2)n1-c1ccccc1
  1	-0.1	1.9	-42
O=C(Nc1cccc([N+](=O)[O-])c1)c1sc2ccccc2c1Cl
  -14	0.0	1.2	6
CN(C)c1ccc(NC(=S)NC(=O)c2ccc(F)cc2)cc1
  -40	-0.1	0.5	4
CCCCSc1nc2sc3c(c2c(=O)n1Cc1ccccc1)CCc1ccccc1-3
  10	0.1	1.2	9
CCCCN(CC)CCNC(=O)C1c2ccccc2C(=O)N(C)C1c1ccc(OC)cc1 (stereo not given)
  0	0.1	-1.4	22
CC(=O)Nc1c(C(=O)Nc2cccc(C)c2)nnn1-c1ccc(C)cc1
  -41	-0.2	3.5	6
Cc1ccc(-c2nc3cc(NC(=O)c4cc(Cl)ccc4Cl)ccc3o2)cc1Br
  -13	-0.1	0.1	-4

An excerpt of the results above, as a working copy:
Sequence of screens: TEAD-YAP inh	FBW7 act	GPR151 activ	MITF primary
CC(=O)Nc1c(C(=O)Nc2cccc(C)c2)nnn1-c1ccc(C)cc1
  -41	-0.2	3.5	6
Cc1ccc(-c2nc3cc(NC(=O)c4cc(Cl)ccc4Cl)ccc3o2)cc1Br
  -13	-0.1	0.1	-4

Filtered by structure, the compounds so far with a tert-butyl group
Sequence of screens: TEAD-YAP inh	FBW7 act	GPR151 activ	MITF primary
CCC1=NN(C(=O)Cc2ccc([N+](=O)[O-])cc2)C(O)(C(C)(C)C)C1 (stereo not given)
  -1	0.1	-0.2	-22
CCC(=O)c1cn(CC(=O)NC(C)(C)C)c2ccccc12
  -1	-0.1	0.7	0
COC(=O)c1ccc(C=C2C(=O)OC(C)(C(C)(C)C)OC2=O)cc1 (stereo not given)
  -6	-0.1	0.4	-18

Later entries:
Sequence of screens: TEAD-YAP inh	FBW7 act	GPR151 activ	MITF primary
CC1CCc2c(sc(NC(=O)/C=C/c3cccs3)c2C(N)=O)C1 (stereo not given)
  -78	-0.1	-0.5	-11
NC(=O)CNC(=O)CNS(=O)(=O)c1ccc(I)cc1
  -4	-0.1	-0.8	5
CCN=Cc1c(O)n(Cc2ccccc2)c(=O)[nH]c1=O
  5	-0.1	0.4	-5
COc1ccc(CCNC(=O)CSc2cn(C)c3ccccc23)cc1OC
  -1	0.0	1.7	2
Cc1nc2c(c(-c3ccccc3)c1C#N)C(=O)c1ccccc1-2
  -13	0.5	-0.4	21
O=C(NCCc1ccc(O)cc1)C1CCN(c2ccc(Nc3ccc4ncccc4c3)nn2)CC1
  1	0.1	-0.9	14
CCOC(=O)N1CCc2c(sc(NCc3c[nH]c4ccccc34)c2C(=O)Nc2cc(Cl)ccc2OC)C1
  1	0.3	-1.7	7
Cc1cccc(NC(=S)c2ccccn2)c1
  -41	-1.3	-4.2	37
N#Cc1c(Nc2ccccc2)c(/C=N/N)c[nH]c1=O
  7	0.0	-0.7	13
COc1ccc(Nc2nnc(-c3cc4cc(OC)ccc4oc3=O)s2)c(OC)c1
  -3	-0.2	-1.8	3
Cc1cccc(NC(=O)c2cnn3c(C)cc(C)nc23)c1
  -8	0.0	-0.1	23
O=CN1CCc2c([nH]c3ccccc23)C12CCN(Cc1ccc(F)cc1)CC2
  -1	-0.3	2.7	9
O=C(Nc1ccccc1)N1CCN(c2ccc(F)cc2)C(=O)C1
  -14	0.0	-1.0	4
C1=CC2CC1CC2CN1CCN(C2CCCCCC2)CC1 (stereo not given)
  14	-0.1	-0.4	55*
O=C(CCCn1c2ccccc2c2cn[nH]c(=O)c21)NCCCN1CCCC1=O
  -5	0.1	0.0	-2
Cn1cc(C(=O)N/N=C/c2ccc3c(c2)OCO3)c2ccccc21
  31	-0.1	0.5	4
N#CCC(=O)Nc1cccc(Br)c1
  -4	-0.2	1.3	-13
Cc1ccc(Cl)cc1NC(=O)C(Cc1ccccc1)N1C(=O)c2ccccc2C1=O (stereo not given)
  -9	-0.1	-1.7	-3
CCc1c(O)nc(SCCN(CC)CC)n(-c2ccccc2)c1=O
  6	0.2	-1.3	2
CCc1cc(C)cc(OCC(O)Cn2c[n+](C)c3cc(C)c(C)cc32)c1 (stereo not given)
  31	-0.1	0.1	-3
Cc1ccc(NC(=O)C(OC(=O)CN2C(=O)CNC2=O)c2ccccc2)cc1 (stereo not given)
  -19	-0.1	0.5	2
O=C(NCCc1ccccc1)C1CC12CCN(C1CCSCC1)CC2 (stereo not given)
  -8	0.1	0.4	3
COCCNC(=O)/C(=C/c1ccccc1)NC(C)=O
  5	0.0	1.3	8
O=C(O)C1CC(O)CN1S(=O)(=O)c1ccc(Cl)c(Cl)c1 (stereo not given)
  10	0.1	-0.5	65*
Cc1cccc(NC(=O)c2cc(S(=O)(=O)N3CCC4(CC3)OCCO4)ccc2F)c1
  -6	-0.1	-1.7	-4
CCOC(=O)c1c(NC(=O)c2ccc(Cl)cc2)sc(C(=O)Nc2ccccc2C(F)(F)F)c1C
  -3	0.2	0.6	-6
Cc1ccc(S(=O)(=O)N2C(=O)CCC2C(=O)O/N=C(\N)c2ccncc2)cc1 (stereo not given)
  4	0.2	1.0	-15
Cc1ccc2oc(=O)c3cnn(CC(=O)Nc4ccccc4N4CCN(C)CC4)c3c2c1
  -17	0.2	0.8	-3
COc1cc(NC(=O)CSc2nc(C)c(C(=O)Nc3ccccc3C)c(-c3ccc(Cl)cc3)c2C#N)c(OC)cc1Cl
  -4	-0.1	-0.1	5
CCC(CC)NC(=O)c1ccccc1OC(C)=O
  6	0.1	1.2	0
CCCN(CCC)C(=O)CSc1nc2ccccc2c(=O)n1CCC(=O)N1CCN(c2ccccc2)CC1
  -12	0.2	-1.1	-1
Cc1nc2nc(SCC#N)nn2c(C)c1C
  -2	0.0	-1.0	6
C/C(CC(=O)Nc1ccccn1)=N\NC(=O)c1ccncc1
  -4	-0.5	1.6	7
Cc1oc2c(cc(NS(=O)(=O)c3cccc([N+](=O)[O-])c3)c3ccccc32)c1C(=O)OC(C)C
  5	-0.1	0.4	13
O=C(O)c1ccc(-c2ccc(Br)cc2)o1
  -4&6	0.0&0.1	0.7&-3.5	2&25
Cc1ccc(S(=O)(=O)NC(CC(=O)O)c2ccc(Cl)cc2)c(C)c1 (stereo not given)
  -2	-0.1	1.4	-11
COc1ccc(C2C(C(=O)OC3CCCCC3)=C(C)Nc3nnnn32)cc1OC (stereo not given)
  -18	0.0	-0.1	2
O=C(CS(=O)(=O)c1ccccc1)Nc1cc(F)cc(F)c1
  0	0.6	-0.9	9
O=C(c1cc2nc(-c3ccc(Cl)cc3)cc(C(F)(F)F)n2n1)N1CCCCC1
  7	0.0	-0.8	3
Cn1c(=O)[nH]c(=O)c2c1nc(N1CCCCC1)n2Cc1cccc2ccccc12
  -2	0.0	-0.3	-1
COc1ccc(-c2nc(Nc3ccc(C)c(C)c3)c3ccccc3n2)cc1OC
  15	0.1	1.8	-13
Nc1ccccc1C(=O)NCCC1=CCCCC1
  27	0.2	-3.1	8
CCOC(=O)C1(CC2CC2)CCN(S(=O)(=O)c2ccc(F)c(Cl)c2)CC1
  -7	-0.2	0.5	-3
CCOC(=O)C(C)Sc1ccc2nnc(-c3ccccn3)n2n1 (stereo not given)
  0	-1.2	2.8	27
CCCC(=O)N(Cc1nc2ccccc2c(=O)[nH]1)C1CCCCC1
  -4	0.0	0.9	1
CCN1CC(CNC(=O)c2ccc(OC3CCN(Cc4ccccn4)CC3)cc2)CC1=O (stereo not given)
  -3	0.0	0.6	-6
CN(C(=O)CSc1nc2ccccc2c(=O)n1Cc1ccccc1)c1ccccc1
  -18	0.4	-1.1	8
O=C(Nc1ccc(I)cc1C(=O)Nc1ccncc1)c1cccnc1
  17	0.1	4.0	6
COc1cc(C2=NOC(C(=O)Nc3ccc(C(C)=O)cc3)C2)cc(OC)c1OC (stereo not given)
  -14	-0.1	0.0	-20
Nc1nc(N)c2sc3nc4c(cc3c2n1)CCC4
  -30	0.5	-0.2	16
CN(C1CCOCC1)C1CCN(c2cccc(NS(=O)(=O)c3ccc(F)cc3)c2)CC1
  9	-0.2	-1.0	-1
COC(=O)c1ccc2c(c1)N=C(C)c1cc(C)ccc1S2
  -8	-0.1	-1.5	6
COC(=O)C(NC(=O)c1ccccc1Cl)(Nc1sc2c(c1C#N)CCC(C)C2)C(F)(F)F (stereo not given)
  9	0.1	-1.6	-8
CCOc1ccc(Nc2nc(Cl)nc(Nc3ccc(OC)c(OC)c3)n2)cc1
  2	0.0	-0.3	1
CCOCCCn1c(=S)[nH]c2cc(C(=O)NC3CCCC(C)C3C)ccc2c1=O (stereo not given)
  2	0.0	1.1	-14
N#CC(C(=O)c1cc(F)c(F)cc1Cl)c1ccccn1 (stereo not given)
  10	0.1	-0.9	3
O=C1N[C@@H](CSCc2ccccc2)C(=O)N2C[C@@H](NCc3ccc4ncccc4c3)C[C@@H]12
  14	-0.1	0.5	12
N/C(=N\OC(=O)COc1cccc2ccccc12)c1ccc(Cl)cc1
  7	0.1	1.2	17
COc1cc2cc(C(c3nnnn3C(C)(C)C)N3CCC(C)CC3)c(=O)[nH]c2cc1OC (stereo not given)
  -4	0.0	-0.4	-3
c1cnc2sc(N3CCC4(CC3)OCCO4)nc2c1
  -27	0.0	-4.4	-5
C/C(=N\NC(=O)c1ccccc1)c1cccc(Br)c1
  -58	-0.1	-1.6	3
O=C(NCc1ccccc1)c1sc2ccccc2c1Cl
  -33	0.1	-1.0	-2

The order is random; overall some 3.4% were active at least once.
